# Peg3 prom inh – inhibitors of Peg3 promoter; HeLa PEG-Prom luciferase reporter, luminescence, overnight; inhibition, % at 20 µM; 360,000 compounds, 1.7% hits;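 active = inhibition of at least 50% at 20 µM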
# HIF-2a block – HIF-2a inhibition. 786-0 RCC cells HIF-2a reporter, luciferase luminescence, overnight. inhibition, % at 18.8 µM. 360,000 compounds, 0.72% hits;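 active = inhibition of the luminescence signal of 40% or more relative to plate controls, in a single-dose primary screen at 18.75 µM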
# NR2E3 ag-1 – NR2E3 (human) agonism; GST-NR2E3/biotin-RetCOR TR-FRET, 1536-well; 320,000 compounds, 0.12% hits; AID 2300; inhibition of corepressor binding, % at 4.78 µM; Q9Y5X4;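 active = percent inhibition above the cutoff of mean plus 3 SD of all tested compounds, set per screening campaign, cut at about 20% in these data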;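 also: 0% = DMSO wells and 100% = biotin wells as full block of FRET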
#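 Assay system: NR2E3–RetCOR corepressor complex. Quantity: 1.35 nM GST-NR2E3. Buffer or medium: pH 7.5 Tris-based buffer. Reagent: biotinylated RetCOR corepressor at 7 nM final. Schedule: 5 h at 4 °C. Detection: TR-FRET, emission read at 617 and 671 nm. Replicates: one well per compound, singlicate testing.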
# CaV13 ICDI inh – Primary screen for inhibitors of IQ motif and Ca2+-dependent inactivation inhibitor domain binding in CACNA1D, Förster resonance energy transfer in living cells, …; HEK cells, CFP/YFP FRET ICDI-IQ, plate reader, 10 min; percent FRET-ratio fall versus neutral wells; inhibition, % at 12.3 µM; 340,000 compounds, 0.098% hits;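 active = mean replicate inhibition of at least 30% and at least 1% of replicates passing that level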;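 also: 0% = median of the neutral control wells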
# hiPSC survival – enhancers of human iPSC single-cell survival; hiPSC single-cell survival, ATPlite luminescence; 100% = ROCK inhibitor wells, 0% = DMSO; survival enhancement, % at 20 µM; 360,000 compounds, 0.044% hits; AID 602274; in the data active = survival enhancement above about 18%;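 also: cells exposed to compounds for 16 hours before the ATP read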
# NR2E3 ag-2 – agonists of human NR2E3 nuclear receptor. 360,000 compounds, 0.35% hits. inhibition of corepressor binding, % at 3.98 µM. CHO-S Gal4-NCOR/VP16-NR2E3 two-hybrid, luciferase. AID 602229. Q9Y5X4;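 active = inhibition above the mean of all tested compounds plus 3 SD, cut at about 70% in these data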;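 also: 0% = DMSO with NR2E3 transfected cells and 100% = cells lacking NR2E3 construct; higher means lower luciferase signal from less NR2E3 corepressor binding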
# Cardio protect – myocardial damage modulation in H9c2 cells | AID 588492 | protection from H2O2 cell death, % at 20 µM | 360,000 compounds, 0.63% hits | H9c2 cardiomyocytes, H2O2 injury protection, ATPLite, 2 h;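 active = compounds giving at least 50% protection of heart cells from peroxide-induced death in the single-dose screen, raw or plate-pattern-corrected value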;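 also: 0% = DMSO wells with peroxide and 100% = DMSO wells without peroxide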
# MITF TRPM1 inh – MITF TRPM1 promoter inhibition in SK-MEL-5 cells | SK-MEL-5 TRPM1 promoter luciferase, 24 h | inhibition, % at 12.5 µM | 330,000 compounds, 0.83% hits;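 active = mean inhibition across replicates of 60% or more, whatever share of single replicates reaches that level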; also: values of inactives mirror those of a sister screen read the other way
# PDI inh – blocks human protein disulfide isomerase activity; P07237; PDI insulin aggregation turbidity, A650, 90 min; inhibition, % at 10 µM; 350,000 compounds, 0.052% hits; AID 588391;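 active = mean inhibition across replicates of 30% or more, whatever share of single replicates reach that level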;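 also: absorbance from insulin aggregation driven by PDI reduction with DTT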
# Target sequence (P07237 whole entry, looked up): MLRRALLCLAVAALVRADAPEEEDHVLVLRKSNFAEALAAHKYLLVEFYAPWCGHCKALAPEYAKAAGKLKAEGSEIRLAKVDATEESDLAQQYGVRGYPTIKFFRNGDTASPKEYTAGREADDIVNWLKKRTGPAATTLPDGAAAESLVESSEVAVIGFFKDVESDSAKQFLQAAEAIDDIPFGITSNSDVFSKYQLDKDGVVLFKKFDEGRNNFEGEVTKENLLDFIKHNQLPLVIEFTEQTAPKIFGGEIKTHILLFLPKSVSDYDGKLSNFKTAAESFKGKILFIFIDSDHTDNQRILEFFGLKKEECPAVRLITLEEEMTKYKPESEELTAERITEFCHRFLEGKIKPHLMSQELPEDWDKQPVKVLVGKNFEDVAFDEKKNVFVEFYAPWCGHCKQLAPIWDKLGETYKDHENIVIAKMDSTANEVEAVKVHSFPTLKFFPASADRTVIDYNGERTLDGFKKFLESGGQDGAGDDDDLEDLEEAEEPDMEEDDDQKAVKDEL
# Shn3 3UTR inh – Schnurri-3 reporter inhibition in Clone20 osteoblasts. Clone20 osteoblast Shn3 3'UTR firefly luciferase, 24 h. inhibition, % at 12.5 µM. 360,000 compounds, 0.52% hits. AID 588674;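 active = mean inhibition of at least 75% with every replicate also reaching 75%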;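 also: 0% = median of neutral control wells and 100% = pilot-screen positive control compound; some compounds past the cut are filed as inactive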
# m5-HT2A agonist – activates the mouse 5-HT2A serotonin receptor | P35363 | CHO-K1 mHTR2A beta-arrestin complementation, luminescence; percent of 30 µM serotonin response | activation, % at 7.6 µM | 360,000 compounds, 0.66% hits | AID 624169;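 active = activation above a run cutoff, the mean activation of all tested compounds plus 3 SD, cut at about 14% in these data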;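 also: 0% = plate median of compound wells and 100% = 30 µM serotonin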
# Target sequence (P35363 whole entry, looked up): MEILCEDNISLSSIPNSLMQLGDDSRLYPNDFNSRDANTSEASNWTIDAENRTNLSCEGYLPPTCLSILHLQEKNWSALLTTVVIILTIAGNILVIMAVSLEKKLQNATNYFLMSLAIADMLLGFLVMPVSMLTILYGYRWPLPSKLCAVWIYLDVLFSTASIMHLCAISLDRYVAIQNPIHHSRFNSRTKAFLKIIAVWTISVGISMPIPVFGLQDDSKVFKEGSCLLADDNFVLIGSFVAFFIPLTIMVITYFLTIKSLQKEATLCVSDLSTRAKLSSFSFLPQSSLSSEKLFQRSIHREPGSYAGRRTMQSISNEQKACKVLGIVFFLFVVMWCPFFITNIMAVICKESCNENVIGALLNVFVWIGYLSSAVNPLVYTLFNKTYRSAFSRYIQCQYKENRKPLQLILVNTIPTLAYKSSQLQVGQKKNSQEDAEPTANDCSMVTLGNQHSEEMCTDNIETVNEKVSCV
# Active calls of the source: *; x = no result given.
canonical_smiles	Peg3 prom inh	HIF-2a block	NR2E3 ag-1	CaV13 ICDI inh	hiPSC survival	NR2E3 ag-2	Cardio protect	MITF TRPM1 inh	PDI inh	Shn3 3UTR inh	m5-HT2A agonist
CC(=O)Nc1nc(NC(=O)C(Cl)(Cl)Cl)n(-c2ccccc2)n1	-0.4	5.2	0.7	0.6	-0.4	9.6	7.3	9.0	-1.9	-2.7	-8.2
O=C(Cn1cc([N+](=O)[O-])cn1)Nc1ccn(Cc2c(F)c(F)c(F)c(F)c2F)n1	18.7	9.4	-1.3	-6.8	4.9	3.6	-5.5	7.7	2.4	-2.3	-5.6
c1ccc2c(C3OCC4(CCCCC4)CO3)cccc2c1	-192.9	-175.9	x	-10.2	0.3	-68.5	-6.9	x	4.9	-29.3	7.0
COc1ccc(C(=O)CSc2cc(C)nc(SCC(=O)c3ccc(C)cc3)n2)cc1	16.1	8.3	2.4	x	1.4	9.6	-4.5	18.9	-3.3	51.6	0.4
Cc1ccc(-c2cc(C(=O)Nc3cc(C)ccc3O)no2)cc1	-89.2	-34.7	-0.1	-12.5	1.9	-9.0	-8.4	-68.6	-1.6	-39.5	-1.2
Cn1cc(CCNC(=O)c2ccc3nc(Cc4ccccc4F)oc3c2)cn1	-380.4	-219.6	-1.2	-7.4	-0.5	-134.3	5.6	-121.4	-15.2	-31.5	0.3
CCN1C(=O)c2cccc3c(Cl)ccc(c23)C1=O	-17.8	1.1	3.2	-5.9	0.4	3.0	-3.3	11.4	-3.7	12.8	2.4
CCN(C(=O)CSc1nc2cc(C(F)(F)F)ccc2n1Cc1ccccc1)C1CCS(=O)(=O)C1 (stereo not drawn)	9.3	15.5	0.9	-4.9	1.8	-15.2	-5.2	3.1	12.3	21.0	-2.7
O=C(COC(=O)C1CC(=O)N(c2nc(-c3ccccc3)cs2)C1)c1ccccc1 (stereo not drawn)	3.7	11.8	-2.1	-5.5	-0.1	11.7	4.7	9.2	8.7	17.6	8.2
Cc1ccnc(NC(=O)c2cc3cc(F)ccc3s2)c1	-237.7	-229.0	3.8	-3.3	-0.4	-151.0	-13.1	-49.6	4.4	-4.0	1.3
COc1ccc(S(=O)(=O)N2CCCC(C(=O)NCc3ccc(F)cc3)C2)cc1 (stereo not drawn)	17.2	6.3	-2.7	-2.9	1.2	15.9	-3.9	-6.5	-9.8	-12.4	-7.2
O=C(c1ccc(OC2CCN(CCc3ccccc3)CC2)cc1)N1CCCC(CCCO)C1 (stereo not drawn)	-0.3	11.9	1.0	-13.6	-0.3	-62.8	0.3	-9.2	-0.5	1.2	-5.3
O=C(c1cnn2c(C(F)F)cc(C3CC3)nc12)N1CCCC1	8.3	10.2	-3.6	-8.0	3.6	7.7	2.4	7.1	-5.1	14.0	-1.4
CSc1nc2sc3c(c2c(=S)[nH]1)CC(C)(C)OC3	-3.7	2.4	x	-3.1	-0.1	-7.5	1.4	5.8	-24.3	-16.1	-4.8
COc1cccc(Nc2ccc(N3CCCCC3)cc2)c1OC	-309.6	-279.6	-2.3	-12.1	-3.6	-78.8	-23.3	-82.0	0.1	-9.5	-1.1
COc1ccc2c(C)c(C(=O)O)oc2c1	-1.1	-2.3	1.4	-5.1	0.0	-12.7	-2.3	-1.1	8.5	-18.1	3.3
O=C1C=C(NC2CCCC2)CC(c2ccccc2)C1 (stereo not drawn)	29.2	11.2	-1.5	-6.1	0.4	-17.9	-4.5	-3.6	17.4	4.0	0.6
O=C(CCCN1C(=O)/C(=C/c2cccs2)SC1=S)Nc1ccccn1	4.9	27.7	5.3	-6.8	-0.6	-4.2	3.0	-10.1	0.8	8.5	-2.9
Cc1ccc(NC(=O)COC(=O)C2COc3ccccc3O2)cc1 (stereo not drawn)	16.7	-1.6	3.0	-3.5	-0.1	-14.6	5.4	-0.6	0.0	0.0	-1.0
CCOC(=O)C1(P(=O)(c2ccccc2)c2ccccc2)CCC1	-2.2	0.2	4.9	-5.2	-0.1	-0.6	6.6	-14.0	-3.9	-13.3	2.4
COc1ccc2c(=O)c(Oc3ccc(C(=O)O)cc3)c(C(F)(F)F)oc2c1	-41.7	-57.2	1.1	-3.3	2.2	-106.0	10.6	-40.7	-2.5	-79.7	2.1
O=C([C@@H]1CC=C[C@@H]2CCN(C3CCCCC3)C(=O)[C@@H]21)N1CCN(c2ccccc2)CC1	-29.8	14.9	-1.6	-9.2	4.5	5.2	-8.9	-5.3	-4.0	6.6	-3.3
N#Cc1ccc(N2C(=O)[C@@H]3C(C(=O)c4ccc5ccccc5n4)=NN[C@@H]3C2=O)cc1	4.6	-5.6	2.7	-3.6	0.3	-13.7	1.0	3.1	23.1	10.7	-1.7
Cc1cccc(N(C(=O)Nc2ccccc2)C2=NCC(C)S2)c1 (stereo not drawn)	-41.4	-117.6	1.9	-4.1	2.2	-20.8	-0.2	-25.8	14.1	-24.7	-4.5

# Only Peg3 prom inh, PDI inh and NR2E3 ag-1, for some of the entries so far:
mol | Peg3 prom inh | PDI inh | NR2E3 ag-1
CCOC(=O)C1(P(=O)(c2ccccc2)c2ccccc2)CCC1 | -2.2 | -3.9 | 4.9
COc1ccc2c(=O)c(Oc3ccc(C(=O)O)cc3)c(C(F)(F)F)oc2c1 | -41.7 | -2.5 | 1.1

# (continued)
canonical_smiles	Peg3 prom inh	HIF-2a block	NR2E3 ag-1	CaV13 ICDI inh	hiPSC survival	NR2E3 ag-2	Cardio protect	MITF TRPM1 inh	PDI inh	Shn3 3UTR inh	m5-HT2A agonist
O=C(c1ccccc1)N1CCN(C2C3CC4CC(C3)CC2C4)CC1 (stereo not drawn)	-14.4	-37.1	2.6	x	-1.5	-35.4	2.2	-19.9	9.1	5.5	1.4
COc1ccccc1NC(=O)N1CCC(NC(=O)C(Cc2ccccc2F)NC(C)=O)CC1 (stereo not drawn)	7.9	9.6	1.4	-3.1	0.0	-0.7	-0.5	11.9	12.8	15.5	0.5
CCN(CC)S(=O)(=O)c1cccc(-c2n[nH]c(=S)n2/N=C/c2ccc(C(=O)OC)cc2)c1	24.4	20.2	1.0	-8.7	4.0	-12.9	5.7	-4.9	-12.6	-0.9	-2.0
COc1ccccc1-c1ccc([C@@H]2C[C@H]3[C@@H](CN2)CON3C)cc1	-58.6	-36.1	x	-9.9	2.5	-10.1	-10.1	x	1.4	-32.8	-5.4
COc1ccccc1-c1coc2c(CN3CCOCC3)c(O)ccc2c1=O	13.0	15.8	4.1	-19.4	0.6	-11.8	7.7	5.2	4.2	-5.6	5.1
CCC(C)[C@H](NC(=O)NC1CCN(Cc2ccccc2)CC1)C(=O)OC (stereo partly drawn)	8.6	-8.0	4.0	-7.4	0.6	11.9	-9.6	-10.4	-3.0	6.7	-3.5
O=C(Cn1nc(-c2ccccc2)c2ccccc2c1=O)Nc1cccc(O)c1	3.8	19.1	0.1	-4.8	-0.1	6.5	-0.2	22.1	-2.4	5.1	-4.1
CC(C)(C)Nc1c2ccccc2nc2ccccc12	23.8	17.9	-0.4	-3.8	-0.6	1.6	-4.6	-1.7	2.8	-2.4	0.7
CCOc1ccc(N(CC(=O)NCc2ccccc2)S(=O)(=O)c2ccc(C)cc2)cc1	16.5	15.8	1.2	-3.8	-0.4	4.5	-3.0	8.4	-2.8	-0.8	-3.6
C[C@H]1COc2cc(N3CCC[C@@H]3CO)ccc2S(=O)(=O)N1	x	0.5	x	-7.6	0.3	-1.3	x	x	x	x	-2.5
COc1ccc(OCCCC(=O)Nc2ccc3c(c2)OCO3)cc1	-2.3	-4.4	0.6	-3.8	-0.3	-9.1	-8.0	2.7	-3.5	-32.5	0.5
Cc1cc(NC(=O)/C=C/c2cccc(F)c2)n(-c2nc3ccccc3[nH]2)n1	-25.0	-21.9	-1.7	-2.9	2.4	-14.8	7.8	-21.2	-11.5	4.2	1.9
Cc1cc(CNC(=O)C2CCC(=O)N(CCc3cccc(F)c3)C2)on1 (stereo not drawn)	-20.8	0.5	-1.5	-4.0	-0.1	3.3	-6.6	-6.7	-3.8	4.8	-2.7
Cc1cccc(S(=O)(=O)Nc2cc(Cl)ccc2N2CCOCC2)c1	23.2	-10.0	x	-4.7	-0.4	-8.4	-8.9	-11.1	-25.4	9.6	-0.3
CN(CC(=O)Nc1ccc(F)cc1)C(=O)C1CCN(S(=O)(=O)c2ccc3c(c2)OCCO3)CC1	0.8	25.2	1.8	-15.3	1.5	-10.6	-4.9	2.7	0.9	6.4	2.6
CN=c1scc(-c2cc(OC)ccc2OC)n1/N=C/c1c(C)[nH]c2ccccc12	-5.6	-78.0	0.6	-10.1	3.0	-11.4	0.4	-2.9	5.5	-33.5	-5.9
Cc1noc(C)c1C(=O)N1CCC1(C)C(=O)NS(=O)(=O)c1cccc(Cl)c1 (stereo not drawn)	-256.2	-4.8	x	-6.6	1.2	-12.1	-0.1	x	-6.4	-12.9	2.0
COc1ccc(Cl)cc1NC(=O)Cn1c(=O)oc2ccccc21	-13.6	19.4	0.1	-17.6	0.8	-19.0	-8.5	0.7	12.2	8.7	0.7
CC(C)(C)c1ccc(-c2ccc3c(c2)S(=O)(=O)c2ccccc2C3=O)cc1	12.0	-34.9	-0.1	-6.2	2.3	-14.7	-4.0	-26.0	9.3	2.9	7.3
COc1cc(OC)cc(-c2c(Sc3ccccc3)c3cc(-c4ccc5c(c4)OCCO5)ccc3n2C)c1	x	10.4	x	-4.9	-1.1	-30.7	x	x	x	x	9.3
CCn1nc(NC(=O)COC)c2cc3cccc(C)c3nc21	1.8	3.1	-1.5	-0.4	1.4	-25.7	-0.6	12.5	9.7	1.8	5.6
COc1ccc(N2CCN(S(=O)(=O)c3ccc(Cl)s3)CC2)cc1	-0.9	14.9	-1.4	-2.0	-0.5	-13.8	-12.1	-3.5	0.5	5.1	-1.8
CCn1c(SCC(=O)N2CCCCC2)nc2c1c(=O)n(C)c(=O)n2C	18.0	1.2	6.1	-3.7	0.9	-10.3	-2.8	5.1	-0.7	12.5	6.2
NC(=O)CSc1nc2cc3c(cc2c(=O)n1CCCC(=O)NCc1ccc2c(c1)OCO2)OCO3	17.9	14.3	0.5	-3.1	-4.3	-21.8	5.8	42.1	-2.4	41.5	0.2
COc1ccc(NS(=O)(=O)c2cccc(C(=O)NNC(=O)c3cc(S(N)(=O)=O)ccc3OC)c2)cc1	-4.0	10.5	-4.3	-5.6	1.3	-16.4	-1.8	12.4	9.5	-5.6	0.2
Nc1c(C(=O)C2CC2)sc2nc(-c3cccs3)cc(C(F)(F)F)c12	-5.8	4.8	-1.3	-22.2	0.8	-9.5	12.4	4.1	-4.4	-1.4	-0.3
CC1CCN(C(=O)CCS(=O)(=O)c2cc3c(cc2Cl)NC(=O)CO3)CC1	-1.6	6.9	-0.6	2.5	-0.3	-15.3	-2.1	x	x	15.7	-3.3

# High-throughput results from PubChem.
